Bioassay records: PubChem, several laboratories
STAT3 activator: IL-6 driven STAT3 reporter potentiators, primary screen, U3A cells, luciferase, luminescence, MLSCN library; IL-6 STAT3-luciferase reporter; 100% = signal with IL-6 EC80 alone; hit rate 0.91% among 190,000; AID 871, 2007; activation (% of control), % at 5.6 µM;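 active = activation above the screen-wide mean of compound activation plus 3 SD, cut at about 130% in these data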;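 note: 0% = background luminescence of wells with medium and substrate only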
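Material: STAT3-luciferase reporter U3A cells; Probe or stimulus: IL-6 (33 ng/mL); Incubation: compound pre-incubation 1 h before IL-6, then 6 h stimulation at 37 °C; Technique: luminescence from STAT3-driven luciferase reporter; Evaluation: % activation versus median of IL-6-stimulated wells; Controls: IL-6-only high control.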
STAT1 activator: STAT1 signaling activators, primary screen, cell-based, HTS, luciferase reporter | NIH 3T3 STAT1-luciferase reporter, IFN-gamma, luminescence; 100% = IFN-gamma alone, no compound | activation (% of control), % at 5.5 µM | hit rate 2.6% among 200,000 | AID 932, 2007;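 active = activation above the screen-wide mean activation plus 3 SD, cut at about 130% in these data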;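 note: raw ratio to IFN-gamma control signal so 100% means no change and 0% no light; values of inactives mirror those of a sister screen read the other way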
TLR4-MyD88 BLA: inhibitors of TLR4-MyD88 association in cells, primary screen, cell-based, HeLa CL3-4, BLA complementation, FRET ratio; HeLa CL3-4 TLR4/MyD88 BLA complementation; hit rate 0.18% among 200,000; inhibition, % at 8.4 µM; in the data active = inhibition above about 25%;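 note: 0% = vehicle and 100% = reference inhibitor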
Target sequence (O00206 whole entry, looked up): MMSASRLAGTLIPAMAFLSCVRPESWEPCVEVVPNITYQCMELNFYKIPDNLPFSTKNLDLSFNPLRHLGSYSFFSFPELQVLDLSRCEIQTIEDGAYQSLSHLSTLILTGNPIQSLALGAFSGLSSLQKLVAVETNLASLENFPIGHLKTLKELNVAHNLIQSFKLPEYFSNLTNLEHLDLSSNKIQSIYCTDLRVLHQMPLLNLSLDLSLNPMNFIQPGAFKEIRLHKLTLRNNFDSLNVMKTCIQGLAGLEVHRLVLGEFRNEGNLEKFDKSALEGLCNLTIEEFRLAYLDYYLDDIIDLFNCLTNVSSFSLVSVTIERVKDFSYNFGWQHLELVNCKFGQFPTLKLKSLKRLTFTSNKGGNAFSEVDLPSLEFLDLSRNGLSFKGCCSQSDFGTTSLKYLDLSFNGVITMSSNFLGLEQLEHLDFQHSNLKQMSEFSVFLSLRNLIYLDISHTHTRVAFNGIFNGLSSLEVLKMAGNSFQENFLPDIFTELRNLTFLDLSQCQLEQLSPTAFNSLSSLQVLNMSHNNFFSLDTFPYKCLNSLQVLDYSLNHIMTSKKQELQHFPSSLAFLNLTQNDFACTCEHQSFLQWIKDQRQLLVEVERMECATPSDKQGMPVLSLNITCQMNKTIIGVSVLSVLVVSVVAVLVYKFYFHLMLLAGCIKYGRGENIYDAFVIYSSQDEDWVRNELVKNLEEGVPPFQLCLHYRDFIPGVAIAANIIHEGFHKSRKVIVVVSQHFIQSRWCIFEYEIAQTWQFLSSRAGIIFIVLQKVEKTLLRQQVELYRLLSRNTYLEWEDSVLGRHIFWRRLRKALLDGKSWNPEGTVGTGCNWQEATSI
Target sequence (Q99836 whole entry, looked up): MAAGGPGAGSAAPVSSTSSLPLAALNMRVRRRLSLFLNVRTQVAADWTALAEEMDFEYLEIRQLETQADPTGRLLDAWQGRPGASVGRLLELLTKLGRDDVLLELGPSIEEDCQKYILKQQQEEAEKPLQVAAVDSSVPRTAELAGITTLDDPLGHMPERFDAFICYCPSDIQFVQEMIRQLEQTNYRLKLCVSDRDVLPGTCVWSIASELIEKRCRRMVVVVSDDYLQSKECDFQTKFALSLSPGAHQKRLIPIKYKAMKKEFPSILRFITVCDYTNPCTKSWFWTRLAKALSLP
Diaphorase inh: diaphorase inhibitors and chemical oxidizers, primary screen, counter-screen for diaphorase-coupled primary assays, biochemical, uHTS, resorufin fluorescence | diaphorase resazurin-to-resorufin fluorescence, NADH, 16 min; bacterial (C. kluyveri) enzyme, not human | inhibition, % at 20 µM | AID 1217, 2008 | hit rate 0.69% among 190,000;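 active = primary screen inhibition at 20 µM above a set limit, cut at about 50% in these data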;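 note: plate controls were DMSO with full reaction for no effect and wells lacking NADH for full effect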
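Benchmarks: positive control wells lacking NADH, neutral wells with DMSO only. System: bacterial diaphorase enzyme (C. kluyveri). Input: 0.14 U/mL diaphorase, enzyme working solution. Detection: resorufin fluorescence, excitation 544 nm, emission 590 nm. Times: 16-min room-temperature incubation before reading.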
Hsp70 activator: Hsp70 transcriptional activators, primary screen, cell-based, HeLa, Hsp70 promoter luciferase, luminescence, 10 µM. HeLa Hsp70 promoter luciferase reporter; scaled: vehicle 0, proteasome-inhibitor control 100%. activation, % at 10 µM. hit rate 0.04% among 200,000;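 active = activation above the mean across all tested compounds plus 3 SD, cutoff set per campaign, cut at about 5.5% in these data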;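 note: 100% = MG132 at 30 µM as the positive control and 0% = DMSO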
STAT1 inh: STAT1 signaling inhibitors, primary screen, cell-based, HTS, luciferase reporter; NIH 3T3 STAT1-luciferase reporter, IFN-gamma, luminescence; inhibition, % at 5.5 µM; hit rate 0.35% among 200,000; AID 920, 2007;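 active = inhibition above a set limit, the mean inhibition across all tested compounds plus 3 SD, cut at about 34% in these data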;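 note: 0% = IFN-gamma with DMSO and 100% = IFN-gamma with 300 µM nifuroxazide; values of inactives mirror those of a sister screen read the other way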
STAT3 blocker: IL-6 driven STAT3 reporter inhibitors, primary screen, U3A cells, luciferase, luminescence, MLSCN library; AID 862, 2007; inhibition, % at 5.5 µM; hit rate 0.89% among 190,000; IL-6 STAT3-luciferase reporter; host cell line lacks STAT1;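 active = inhibition above the mean inhibition across all screened compounds plus 3 SD, cut at about 44% in these data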;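 note: 0% = DMSO only wells and 100% = 100 µM nifuroxazide control wells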
Diaph act CS: compounds boosting diaphorase resazurin reduction – biochemical, uHTS, resorufin fluorescence, counter-screen for diaphorase-coupled primary assays, primary screen; Diaphorase/resazurin coupled assay, 16 min; stronger effect = higher value; 1 = vehicle wells, 0 = NADH-free wells; activation factor at 20 µM; hit rate 0.005% among 190,000; AID 1229, 2008;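 active = diaphorase activity raised at least twofold by the compound at 20 µM; inactive = activation factor below 2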
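Measured by – red resorufin fluorescence at 544/590 nm excitation/emission · Test system – Clostridium kluyveri diaphorase, purified enzyme · Incubation – reaction time 16 min, room temperature · Buffer or medium – 50 mM HEPES pH 7.4 with 4.542 mM MgCl2, 0.005% Tween 20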
APP 5UTR inh: inhibitors of APP translation via 5'UTR reporter, primary screen, APP 5'UTR luciferase, SH-SY5Y cells; SH-SY5Y APP 5'UTR-luciferase reporter, luminescence; inhibition, % at 2 µM; hit rate 0.82% among 190,000;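 active = inhibition above a set limit, derived from the sample mean plus 3 SD, cut at about 45% in these data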; note: values of inactives mirror those of a sister screen read the other way
G6PDH CS: L. mesenteroides G6PDH inhibitors, counter-screen for G6PDH-coupled screening assays, biochemical, Leuconostoc mesenteroides enzyme. Purified L. mesenteroides G6PDH, diaphorase/resazurin coupled fluorescence, 45 min. inhibition, % at 5 µM. hit rate 0.12% among 200,000. AID 1020, 2008; in the data active = inhibition above about 50%
Active calls of the source: *.

SMILES | STAT3 activator | STAT1 activator | TLR4-MyD88 BLA | Diaphorase inh | Hsp70 activator | STAT1 inh | STAT3 blocker | Diaph act CS | APP 5UTR inh | G6PDH CS
CCC(Oc1ccccc1)C(=O)N1CCN(CC)CC1 (centres undefined) | 98 | 99 | 0 | 17 | -0.4 | 2 | 8 | 0.8 | -18 | 2
Cc1cccc(C(=O)O/N=C/c2c(Cl)n(C)c3ccccc23)c1 | 95 | 104 | -3 | 15 | 0.5 | -4 | 12 | 0.8 | 4 | -47
CCn1c(=O)c(C(=O)NNS(=O)(=O)c2ccc(Br)cc2)c(O)c2ccccc21 | 107 | 99 | -24 | 27 | -0.3 | -1 | -3 | 0.7 | 13 | 0
COc1ccc(OCCC(=O)OCC(=O)NC2CCCCCCC2)cc1 | 109 | 105 | 5 | 19 | -0.2 | -7 | -4 | 0.8 | -4 | 9
COCC(=O)Nc1nnc(Cc2ccc(OC)c(OC)c2)s1 | 108 | 101 | 6 | 12 | -0.4 | -1 | -6 | 0.9 | 4 | 5
CCOc1ccc(NC(=O)c2cnc3scc(C)n3c2=O)cc1 | 94 | 94 | 10 | 9 | -0.3 | 8 | 8 | 0.9 | -28 | -31
Brc1ccc(OCCCCCN2CCOCC2)cc1 | 92 | 92 | -5 | 9 | -0.1 | 6 | 16 | 0.9 | -9 | 11
O=C(CN1CCC(NC(=O)c2ccccc2F)CC1)Nc1ccc2c(c1)OCO2 | 101 | 109 | 2 | 4 | -0.3 | -12 | 3 | 1 | -21 | 2
NC(=S)NNC(=O)C12CC3CC(CC(C3)C1)C2 | 85 | 98 | -1 | -2 | -0.1 | 3 | 21 | 1 | 9 | 10
Cc1cc(C)nc(SCC(=O)c2ccc(O)cc2O)n1 | 95 | 100 | -3 | 7 | -0.3 | 0 | 15 | 0.9 | 0 | -3
CCn1c2ccccc2c2nnc(SCC(=O)Nc3cc(C)on3)nc21 | 97 | 98 | -8 | 7 | 0.0 | 2 | 7 | 0.9 | -3 | 18
CN(C)S(=O)(=O)c1cccc(-c2nnc(-c3ccccc3)o2)c1 | 98 | 117 | 7 | -2 | 0.1 | -18 | -1 | 1 | -45 | 6
Oc1ccccc1CNCCCNCc1ccccc1O | 97 | 85 | -3 | 2 | -0.3 | 16 | 7 | 1 | 6 | 10
Cc1ccc(C)c(S(=O)(=O)C(C#N)c2nc3ccccc3nc2N2CC(C)OC(C)C2)c1 (centres undefined) | 86 | 103 | 1 | 25 | -0.5 | -3 | 20 | 0.8 | 12 | 9
CC1(C)NC(=O)N(CC(O)COc2ccccc2C(=O)Nc2ccccc2)C1=O (centres undefined) | 112 | 108 | 8 | 14 | -0.2 | -7 | -7 | 0.9 | -4 | 4
O=C(COc1ccc(Br)cc1Br)NC(=S)N1CCCc2ccccc21 | 103 | 108 | -16 | 16 | -0.6 | -9 | -4 | 0.8 | -21 | 5
O=C(Cn1cnc2c(cnn2-c2ccc(Cl)cc2)c1=O)NCCc1ccccc1 | 93 | 104 | -6 | 12 | -0.1 | -5 | 10 | 0.9 | 1 | 5
Cc1cc(C(=O)CSc2nc3ccccc3n2C)c(C)n1C | 90 | 108 | 6 | 9 | -0.2 | -8 | 19 | 0.9 | 24 | 5
Cc1cccc(C(=O)N2CCN=C2SCc2ccc([N+](=O)[O-])cc2)c1 | 102 | 99 | -3 | 22 | -0.2 | 1 | 3 | 0.8 | 8 | 7
Cc1cccc(C)c1Nc1nnc(SCC(=O)NCc2cccs2)s1 | 110 | 102 | -1 | -4 | -0.4 | -3 | -7 | 1 | -11 | 6
Cc1cc(C)n(-c2nncn2NC(=O)c2ccc(Cl)cc2O)n1 | 100 | 96 | -17 | 16 | -0.1 | 4 | 5 | 0.8 | 6 | 13
O=P(OC1CCS(=O)(=O)C1)(c1ccccc1)c1ccccc1 (centres undefined) | 99 | 104 | 1 | 9 | -0.1 | -4 | 4 | 0.9 | 1 | 5
CCCC(=O)NC(C)C(c1cccs1)N1CCN(c2ccccc2)CC1 (centres undefined) | 98 | 104 | 13 | 12 | -0.3 | -4 | 6 | 0.9 | -4 | -1
Cc1ccc(SCCNC(=O)c2ccc(C)c(S(=O)(=O)Nc3cccc(C)c3)c2)cc1 | 103 | 100 | -6 | 31 | -0.6 | 0 | 4 | 0.7 | 7 | 3
COc1ccccc1-n1c(SCC(=O)Nc2ccc(F)cc2)nc2c(c1=O)SCC2 | 96 | 100 | -1 | 25 | 0.4 | -3 | 4 | 0.7 | 12 | -9
COC(=O)c1ccc(NC(=O)c2ccc(C)cc2)o1 | 94 | 104 | -5 | 3 | 0.1 | -4 | 13 | 1 | -9 | 13
CC(=O)N1CCN(c2ccc(NC(=O)c3ccc4c(c3)OCO4)cc2)CC1 | 103 | 105 | -7 | 10 | -0.1 | -6 | 2 | 0.9 | 8 | 3
Cc1cc(C)c(S(=O)(=O)N2CCN=C2c2ccccc2)c(C)c1 | 97 | 97 | 2 | 13 | -0.5 | 4 | 7 | 0.9 | 4 | 9
CCc1ccc(Nc2cnn(C34CC5CC(CC(CC(=O)O)(C5)C3)C4)c(=O)c2Cl)cc1 | 99 | 107 | -7 | 9 | -0.4 | -9 | 3 | 0.9 | 57* | 12
O=C(COCC(=O)NCc1ccccc1)NCc1ccccc1 | 102 | 105 | -2 | -8 | -0.4 | -7 | 3 | 1.1 | -19 | 4
O=c1oc2ccccc2c(Nc2ccc3ccccc3c2)c1[N+](=O)[O-] | 133* | 90 | -8 | 0 | -0.2 | 11 | -33 | 1 | -2 | 10
CCOC(=O)C1=NOC(CN(c2ccccc2)S(=O)(=O)c2ccc(Cl)cc2)C1 (centres undefined) | 106 | 97 | 1 | 22 | 0.1 | 2 | -4 | 0.8 | -2 | -2
Cc1c(/C(O)=C2\C(=O)C(=O)N(CCCN(C)C)C2c2ccccc2)cnn1-c1ccccc1 (centres undefined) | 82 | 106 | -18 | 13 | -0.1 | -9 | 26 | 0.9 | -18 | 9
CC(=O)Cc1nsc(NC(=O)c2ccccc2Cl)n1 | 101 | 105 | -2 | 7 | -0.1 | -5 | 3 | 0.9 | 5 | -1
CCN1C(=O)/C(=C/c2cccs2)SC1=Nc1ccc(OC)cc1 | 103 | 99 | 0 | 14 | -0.2 | 1 | 5 | 0.9 | 9 | 3
Cc1ccc(O)c(N=Cc2cc(Cc3ccccc3)cc([N+](=O)[O-])c2O)c1 | 109 | 83 | -7 | 64* | -0.2 | 18 | -10 | 0.4 | -7 | 32
Nc1nc(-c2sc3nc4c(cc3c2N)CCCC4)nc(N2CCOCC2)n1 | 98 | 153* | -4 | -6 | -0.2 | -58 | 4 | 1.1 | -45 | -3
CN(C)S(=O)(=O)c1ccc(-c2csc(-c3cccnc3)n2)cc1 | 90 | 107 | -10 | 6 | 0.2 | -8 | 22 | 0.9 | 6 | 2
Cc1ccc(OCC(=O)N/N=C/c2cn[nH]c2-c2ccc(Cl)c(Cl)c2)cc1 | 101 | 102 | 2 | 4 | -0.4 | -3 | 6 | 1 | 4 | 3
CCCC/C(O)=C1\C(=O)CC(C)(C)CC1=Nc1ccc(N)cc1 | 102 | 94 | 8 | 8 | 0.0 | 6 | 5 | 0.9 | 9 | -4
Oc1ccccc1/C=N/n1cnnc1 | 103 | 98 | -7 | 11 | -0.3 | 2 | 2 | 0.9 | 17 | 2
O=C(O)c1cccc(N/N=C/c2sc(N3CCOCC3)nc2-c2ccccc2)c1 | 105 | 128 | -3 | 9 | 0.0 | -31 | -9 | 0.9 | -31 | 0
COc1ccc(CNC(=O)CSc2nnc(C)n2-c2ccc(F)cc2)cc1 | 104 | 104 | -9 | 5 | -0.5 | -4 | -1 | 0.9 | 5 | 2
CS(=O)(=O)N(CC(N)=O)c1cccc(Br)c1 | 98 | 96 | 4 | 16 | -0.4 | 5 | 3 | 0.8 | 4 | 4
CC(=O)ON1C(C)(C)Cc2noc(N)c2C1(C)C | 104 | 100 | 22 | 9 | -0.4 | -1 | -3 | 0.9 | -14 | 12
CCc1ccccc1NC(=S)N(CCN(C)C)C(C)c1ccccn1 (centres undefined) | 99 | 100 | 2 | 7 | 0.0 | 2 | 1 | 0.9 | 9 | -1
CCCCNC(=O)NS(=O)(=O)c1ccc(C)cc1 | 100 | 94 | -5 | -1 | -0.1 | 6 | 2 | 1 | 13 | 14
CC(=O)C1=C(O)CC(C)(C)CC1=NCCc1nc2ccccc2[nH]1 | 97 | 106 | -9 | -1 | -0.3 | -7 | 8 | 1 | 3 | 0
O=C(Nc1ccc2oc(-c3cccnc3)nc2c1)c1ccc(Br)o1 | 81 | 98 | -6 | 9 | -0.3 | 2 | 26 | 0.9 | 0 | -5
C=CCOc1ccc2nnc(C)n2n1 | 99 | 111 | 11 | -12 | -0.2 | -12 | 6 | 1.1 | -10 | 1
COc1ccc(C(=O)CSc2nc3ccccc3n2CC(=O)c2ccccc2)cc1 | 106 | 107 | -2 | 35 | -0.2 | -8 | -2 | 0.7 | -12 | -1
COCCN(C(=O)C(C)C)c1nnc(-c2cccc(C)c2)s1 | 98 | 95 | -11 | 18 | -0.5 | 5 | 6 | 0.8 | -6 | 11
COc1ccc(OC)c(C(C)NC(=O)c2ccco2)c1 (centres undefined) | 101 | 104 | 0 | 21 | -0.1 | -5 | 4 | 0.8 | -11 | 0
Cn1c(CC(=O)Nc2ccc(Cl)c(Cl)c2)nnc1SCC(=O)N1CCN(c2ccccc2)CC1 | 98 | 98 | -7 | 10 | 0.1 | 2 | 6 | 0.9 | -2 | 0
CCc1cc2cccc(C)c2nc1SCC(=O)Nc1cc(C)on1 | 106 | 95 | 0 | 19 | -0.3 | 3 | -2 | 0.8 | -24 | 10

Among those listed so far, these contain a COOH group.
SMILES | STAT3 activator | STAT1 activator | TLR4-MyD88 BLA | Diaphorase inh | Hsp70 activator | STAT1 inh | STAT3 blocker | Diaph act CS | APP 5UTR inh | G6PDH CS
CCc1ccc(Nc2cnn(C34CC5CC(CC(CC(=O)O)(C5)C3)C4)c(=O)c2Cl)cc1 | 99 | 107 | -7 | 9 | -0.4 | -9 | 3 | 0.9 | 57* | 12
O=C(O)c1cccc(N/N=C/c2sc(N3CCOCC3)nc2-c2ccccc2)c1 | 105 | 128 | -3 | 9 | 0.0 | -31 | -9 | 0.9 | -31 | 0
